From PubChem BioAssay
MCF10A rereplic = DNA re-replication induction in MCF 10a cells | AID 624296 | Potency, µM (titrated, usually from 46.1 µM), without a hit: at the highest dose activity, positive = re-replication, actives largely listed as activators | hit rate 2.9% among 350,000 | MCF 10A DNA re-replication, Hoechst nuclear intensity, 48 h; also: potency is read from the fitted curve at half-maximal effect; % of control where 0% means no effect; nearly all actives have a fitted effect of over 50% in size
S2 tox = reduces viability in counter-screen for ATXN expression inhibitors; S2 cells (HEK-293 line with an ATXN2-luciferase reporter) viability, CellTiter-Fluor protease fluorescence, 24 h; Potency, µM (top dose mostly 56.7 µM), hits mostly cytotoxic; hit rate 0.49% among 400,000; AID 651635; also: potency is read from the fitted curve at half-maximal effect; nearly all actives have a fitted effect of over 40% in size
ATXN2 expr inh = ATXN2 expression inhibition | Potency, µM (top dose mostly 57 µM), without a hit: at the top dose activity change, negative = inhibition, actives largely listed as inhibitors | HEK-293 ATXN2-luciferase reporter, luminescence, 24 h | hit rate 0.72% among 360,000; also: potency is read from the fitted curve at half-maximal effect; % is scaled to controls: 0 for no effect and ±100 for the full control effect; nearly all actives have a fitted effect of over 55% in size
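ATXN2-luciferase reporter cells (luciferase flanked by upstream and downstream ATXN2 gene portions) were treated 24 h at 37 °C with compounds at up to 57 uM. SteadyGlo luminescence gave expression; GF-AFC fluorescence gave viability.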
HT1080 IDH1KD tx = HT-1080 IDH1 knockdown cell toxicity (counter line). HT-1080 IDH1 knockdown viability, ATP luminescence, 48 h. Potency, µM (top dose mostly 46.1 µM), for inactives: at the highest dose activity, negative = toxicity, usual class: cytotoxic. hit rate 2% among 360,000;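 also: potency is read from the fitted curve at half-maximal effect; 0% = DMSO wells and -100% = cell-free medium wells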
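Luminescent ATP read-out (CellTiter-Glo, 10 min at room temperature) after 48 h compound exposure at 37 °C gave viability of IDH1-knockdown HT-1080 cells. Activity was normalised to DMSO and cell-free wells, then fitted as concentration-response curves.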
HT1080-NT tox = kills 2HG-producing HT-1080-NT fibrosarcoma cells. HT-1080-NT fibrosarcoma viability, CellTiter-Glo ATP luminescence, 48 h. Potency, µM (titrated, usually from 46.1 µM), for the others: at the top dose activity, negative = less viability, usual class: cytotoxic. hit rate 1.6% among 360,000;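 also: NT is the 2HG producing partner of a matched IDH1 knockdown line; potency is read from the fitted curve at half-maximal effect; 0% = DMSO-treated cells and -100% = media-only wells without cells; nearly all actives have a fitted effect of over 55% in size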
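Read-out is CellTiter-Glo luminescence after 10 minutes at room temperature, following 48 hours' compound treatment of HT-1080-NT cells (750 cells/well, RPMI, 5% FBS, 37 degrees C).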
KB-V1 cytotox = KB-V1 MDR subline cytotoxicity; KB-V1 MDR cells viability, CellTiter-Glo, 72 h; Potency, µM (doses to about 46.1 µM), for inactives: top-dose activity change, negative = cytotoxicity, most hits filed as cytotoxic; hit rate 3.4% among 400,000; also: potency is read from the fitted curve at half-maximal effect; % is scaled to controls: 0 for no effect and ±100 for the full control effect; nearly all actives have a fitted effect of over 60% in size
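Compound-treated KB-V1 multidrug-resistant cells, 72 h, 37 degrees C; viability by CellTiter-Glo. Fitted qHTS curves give the values.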
KB-3-1 tox = KB-3-1 parental cell cytotoxicity | KB-3-1 viability, CellTiter-Glo ATP luminescence, 72 h | Potency, µM (series often up to 46.1 µM), for inactives: at the highest dose activity change, negative = cytotoxic, hits mostly cytotoxic | hit rate 1.4% among 400,000; also: potency is read from the fitted curve at half-maximal effect; % is scaled to controls: 0 for no effect and ±100 for the full control effect; nearly all actives have a fitted effect of over 60% in size
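Here the drug-naive KB-3-1 line serves as comparator for MDR sub-line selectivity; cells received compound titrations, 72 h at 37 °C, then CellTiter-Glo readout.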
IL-1B inflam inh = blocks inflammasome-driven IL-1 beta release; THP-1 LPS/ATP IL-1B secretion, AlphaLISA, 16 h; hits give low values; activity change, % at 57.5 µM; hit rate 4.7% among 360,000; in the data active = activity change below about -50%; inconclusive = mostly about -30% to -49%; also: % is scaled to controls: 0 for no effect and ±100 for the full control effect
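Secreted IL-1B measured by AlphaLISA bead assay after 16 h compound exposure of THP-1 cells; compounds (final up to 57.5 uM) added 1 h before LPS (250 ng/mL) and ATP (1.25 mM) stimulation; lower signal means less secretion.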
SW480 rereplic = DNA re-replication induction in SW480 cells. SW480 DNA re-replication, Hoechst DNA content imaging, 48 h. Potency, µM (series often up to 46.1 µM), inactives show top-dose re-replication activation, usual class: activators. hit rate 1.8% among 340,000. AID 624297; also: potency is read from the fitted curve at half-maximal effect; % of control where 0% means no effect; nearly all actives have a fitted effect of over 55% in size
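DNA re-replication was detected as more nuclei of elevated Hoechst intensity after 48 hr exposure to compound (23 nL pinned per well of 250 cells).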
* = called active by the depositor; i = inactive; ? = inconclusive; nt = not tested or not shown; & = joins results of further samples; [ ] = dose if it differs, or a comment. Unless noted, calls follow the shape of the dose curve; as a rule, active = well fitted curve in the direction sought with a large enough effect; inconclusive = small, poorly fitted or top-dose-only effect, or another doubt; inactive = no such curve, though single readings can be large; an effect the other way counts as inactive or inconclusive.

Order of results: ATXN2 expr inh	SW480 rereplic	S2 tox	HT1080 IDH1KD tx	MCF10A rereplic	HT1080-NT tox	KB-V1 cytotox	KB-3-1 tox	IL-1B inflam inh
1. Cn1cnnc1SC(C(=O)Nc1cc(Cl)cc(Cl)c1)c1ccccc1 (stereo not drawn)
 : -9%	-2%	i	?	0%	-21%	-24%	14%	-24
2. COc1ccc2c(CC(=O)N3CCc4cc(OC)c(OC)cc4C3)coc2c1
 : -12%	-29%	i	-18%	?	3%	0%	-2%	-7
3. COc1ccc(C(=O)C(C)OC(=O)c2cccc(S(=O)(=O)Nc3cc(Cl)c(OC)cc3OC)c2)cc1 (stereo not drawn)
 : -25%	-1%	?	-19%	20%	-6%	-1%	-23%	-6
4. O=C(COC(=O)CSc1ccc2ccccc2c1)NCc1ccc2c(c1)OCO2
 : -19%	-8%	i	13%	1%	13%	7%	18%	8
5. COc1ccc(C(=O)NC(CC(C)C)C(=O)O)cc1OC (stereo not drawn)
 : 10%	-5%	i	4%	-1%	6%	10%	-3%	0
6. CCOc1ccc(Nc2c3ccccc3nc3ccccc23)cc1
 : 11µM*	4.6µM*	?	12µM*	3.3µM*	16µM*	?	5.2µM*	-93*
7. COc1ccc(S(=O)(=O)N2CCC(C(=O)N[C@@H](C)C(=O)NC3CC3)CC2)cc1
 : -11%	-10%	i	6%	3%	9%	?	1%	31
8. CC(C)CNC(=O)C1(C)CCCN1C(=O)Cc1cccc2ccccc12 (stereo not drawn)
 : -8%	nt	i	-1%	nt	-1%	0%	0%	35
9. CC1CN(C(=O)CSc2nnc3c(Cl)cc(Cl)cn23)CC(C)O1 (stereo not drawn)
 : 3%	0%	i	-1%	-19%	-2%	-1%	-14%	1
10. CCn1nc(C)c2c(-c3ccccc3)cc(=O)n(C(C)C(=O)Nc3cccc(F)c3)c21 (stereo not drawn)
 : -34%	nt	?	nt	nt	nt	?	-24%	nt
11. Cc1ccc(SCC(=O)N=C2NC(=O)CS2)cc1
 : nt	0%	i	15%	4%	13%	-2%	0%	20
12. Cc1[nH]c(=O)c(C#N)c(C)c1CCC(=O)N(C)CC(=O)Nc1ccc(Cl)c(Cl)c1
 : 30%	-5%	i	-4%	18%	6%	2%	6%	18
13. C/C(=N/Nc1ccc(C(=O)c2c(C)cc3ccccn23)cc1[N+](=O)[O-])c1ccc(O)cc1
 : -13%	15%	i	2%	-1%	-7%	0%	-26%	-4
14. COCCOC(=O)c1c(C)oc2ccc(OC(=O)c3c(OC)cccc3OC)cc12
 : -1%	1%	i	18%	15%	12%	?	0%	29
15. CNc1nc(Nc2ccc(C(C)=O)cc2)nc(OC(C(F)(F)F)C(F)(F)F)n1
 : -3%	-2%	i	-23%	?	-14%	-5%	-19%	-58*
16. CCOC(=O)N1CCN(S(=O)(=O)c2ccc(C)c(C)c2)CC1
 : -7%	-9%	i	9%	10%	5%	-8%	2%	5
17. CC12CCC(C(=O)N3CCCCC3)([C@H](Br)C1=O)C2(C)C (stereo partly drawn)
 : 9%	4%	?	2%	-3%	22%	1%	0%	11
18. CCOc1ccc(NC(=O)c2c(NC(=O)c3cccc(C)c3)sc3c2CCC3)cc1
 : 5%	nt	i	nt	nt	nt	25%	5%	nt
19. O=C(CCSCCc1ccccn1)Nc1cc(F)ccc1F
 : 13%&0%	0%	i	9%	5%	11%	30%&13%	30%&15%	-5
20. O=C(NCc1ccco1)C1CC2CCC1C2 (stereo not drawn)
 : -16%	?	i	-13%	-3%	-3%	-9%	0%	-4

Brought forward from above: two compounds, followed by the next part.
Order of results: ATXN2 expr inh	SW480 rereplic	S2 tox	HT1080 IDH1KD tx	MCF10A rereplic	HT1080-NT tox	KB-V1 cytotox	KB-3-1 tox	IL-1B inflam inh
19. O=C(CCSCCc1ccccn1)Nc1cc(F)ccc1F
 : 13%&0%	0%	i	9%	5%	11%	30%&13%	30%&15%	-5
20. O=C(NCc1ccco1)C1CC2CCC1C2 (stereo not drawn)
 : -16%	?	i	-13%	-3%	-3%	-9%	0%	-4
21. c1cc(-c2noc(CCC3CCCC3)n2)ccn1
 : 10%	-2%	i	-9%	?	-7%	-16%	11%	0
22. CCC(CC)C(=O)NCCc1ccc(OC)cc1
 : 3%	0%	i	1%	0%	10%	-16%	-2%	0
23. Cc1ccc(S(=O)(=O)NC2CCCCC2)cc1
 : 0%	-3%	i	1%	-7%	20%	-5%	0%	16
24. CCc1cccc(NC(=S)Nc2cccc3ccccc23)c1
 : 6%	-2%	i	-11%	12%	-11%	1%	-3%	23
25. O=C(NC(CO)Cc1ccc([N+](=O)[O-])cc1)C(Cl)Cl (stereo not drawn)
 : -7%	14%	i	-2%	-12%	-1%	0%	-23%	14
26. COCCCn1c(=O)/c(=C/c2ccccc2OC(C)C)s/c1=C(\C#N)C(=O)Nc1ccc(C(=O)O)cc1
 : nt	nt	nt	-18%	nt	-16%	-5%	-6%	-12
27. Cc1ccc(S(=O)(=O)N(C)C)cc1NC(=O)Cn1c(CN2CCOCC2)nc2ccccc2c1=O
 : -5%	-25%	?	1%	-3%	7%	-15%	8%	-4
28. O=C(COc1ccccc1N1C(=O)C2C3C=CC(C3)C2C1=O)c1ccccc1 (stereo not drawn)
 : -11%	-3%	i	-2%	-3%	-16%	-17%	2%	-18
29. Cc1nc(NC(=O)CSC2=NCCS2)sc1C(=O)N(C)C
 : 65%[activator]	53%	i	-6%	?	-29%	-18%	0%	-21
30. COc1cc(NC(=O)c2ccco2)c(C(=O)O)cc1OC
 : 0%	-8%	i	-18%	5%	-9%	8%	-2%	-23
31. CNC(=O)NC(=O)Cn1cnc2sc(-c3ccccc3)cc2c1=O
 : -8%	14%	?	0%	?	1%	16%	0%	33
32. COc1cc(NC(=O)N2CCN(c3cc(-c4noc(C)n4)ccc3C)CC2)cc(OC)c1OC
 : 14%	nt	i	nt	nt	nt	1%	-6%	nt
33. Cc1ccc(NC(=O)NCC2CC2(Cl)Cl)cc1 (stereo not drawn)
 : 52%[activator]	3%	i	9%	-1%	15%	4%	8%	-2
34. CC(C)[C@H](NC(=O)C1CCC(CNC(=O)[C@@H]2CCCN2C(=O)OC(C)(C)C)CC1)C(=O)O (stereo partly drawn)
 : -2%	-7%	i	20%	-3%	4%	-2%	-1%	6
35. CC(=O)c1ccc(OCCCC(=O)NCC(c2ccco2)N(C)C)cc1 (stereo not drawn)
 : -3%	-1%	i	11%	9%	-1%	-30%	4%	-1
36. CC1(C)C(=O)Nc2ccccc2N1C(=O)COc1ccc(S(=O)(=O)N2CCOCC2)cc1Cl
 : 3%	1%	i	0%	0%	0%	-20%	9%	22
37. COc1ccc(NCc2nnc(SCC(=O)Nc3nc(-c4ccccc4)cs3)n2-c2ccccc2)cc1
 : -31%	?	?	-12%	10µM*	-9%	-21%	13µM*	46
38. COCc1c(C)cc(C)c(/C=N/O)c1C
 : 14%	11%	i	0%	?	-2%	-17%	0%	-3
39. O=C(CN1C(=O)NC2(CCc3ccccc32)C1=O)Nc1ccccc1OC(F)F (stereo not drawn)
 : 21%	?	i	4%	0%	3%	13%	4%	-18
40. COc1ccc(NC(=O)c2cccc3c2C(=O)c2ccc(-c4ccc(F)cc4OCc4ccccc4)cc2S3(=O)=O)cc1
 : -9%	?	i	-17%	?	-10%	11%	-21%	73
41. COc1ccc(-c2nnn(CC(=O)N(CCCO)C(C(=O)NC3CCCC3)c3ccncc3)n2)cc1 (stereo not drawn)
 : 7%[11.3 µM]	-21%	i	5%	-3%	16%	22%	14%	21
42. O=C(OCC1COc2ccccc2O1)c1c(F)cccc1F (stereo not drawn)
 : 5%	?	i	14%	?	12%	-5%	0%	-1
43. O=C(Cn1c(=O)n(Cc2ccc(C(=O)NCc3ccc4c(c3)OCO4)cc2)c(=O)c2ccccc21)Nc1ccccc1F
 : -4%	nt	i	nt	nt	nt	?	8%	nt
44. CC(C)NC(=O)CN(C(=O)CCC(=O)Nc1ccccn1)c1ccc(F)c(Cl)c1
 : -1%	-2%	i	0%	-2%	-3%	-11%	-6%	-10
45. O=c1[nH]c(CCl)nc2cc(-c3ccc(Cl)cc3)sc12
 : -32%	8%[9.22 µM]	i	12µM*	?	16µM*	16µM*	9.2µM*	-94*
46. CCOC(=O)N1CCC(=NNC(=O)Cn2ccc(C(F)(F)F)n2)CC1
 : 11%	?	i	1%	?	-13%	0%	-9%	16
47. Cc1cccc(OCC2Cn3c(nc4c3c(=O)[nH]c(=O)n4C)O2)c1 (stereo not drawn)
 : -19%	-3%	nt	-4%	1%	-24%	-24%	-9%	23
48. Cc1cc(C(=O)N2CC=C(c3ccccc3)CC2)c2ccccc2n1
 : ?	1.3µM*	?	1.6µM*	?	?	1.5µM*	?	-3
49. COC(=O)C1=CN(Cc2ccc(F)cc2)C=C(C(=O)OC)C1c1ccc(O)c(OC)c1
 : nt	?	i	5%	8%	10%	-3%	-10%	-7
50. COc1cccc(C(=O)Nc2cc(OC)ccc2NC(=O)c2ccco2)c1
 : -6%	-25%	i	-4%	2%	2%	?	?	i
51. CCOC(=O)c1sc(NCC2CCCO2)nc1C (stereo not drawn)
 : 3%	-4%	?	23%	3%	19%	0%	19%	-3
52. O=C(Cn1ncc2c3ccccc3n(Cc3cccc(Cl)c3)c2c1=O)NCCC1=CCCCC1
 : -2%	nt	i	nt	nt	nt	26%	10%	nt
53. CC(C)CN(CC(C)C)c1nc(N)c(C#N)c(CC#N)c1C#N
 : -15%	17%	i	-12%	?	-16%	?	?	14
54. CC(C)Cc1cc(C(=O)N2CCC(N3CCC(C(=O)N4CCCC4)CC3)CC2)n[nH]1
 : 5%	-14%	nt	16%	0%	0%	3%	16%	28
55. CCc1ccc(NC(=O)CCc2nc3sc4c(c3c(=O)[nH]2)CCCC4)cc1
 : -15%	-93%[inhibitor]	?	?	?	?	0%	4%	29
56. O=C(CSc1ncnc2c1nnn2Cc1ccc(F)cc1)NCC1CCCO1 (stereo not drawn)
 : -11%	?	i	?	29%	?	6%	?	-1
